Bioassay records deposited in PubChem by several laboratories.
Arr AP2 block – inhibitors of beta-arrestin/AP2 binding, primary screen, biochemical, GPCR trafficking, flow cytometry. beta-arrestin 1 C-terminal peptide binding to AP2 beta2-adaptin appendage (human). FITC-arrestin peptide / GST-AP2 beads; AP2 beta2 appendage carries R879A mutation. AID 504490, 2011. 0.31% of 340,000 active. inhibition, % at 10 µM;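 active means inhibition above a set limit, near 3 SD of compounds lacking own fluorescence, cut at about 54% in these data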;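 further: plate controls were DMSO wells for no effect and 5 µM unlabelled arrestin peptide for full effect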
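System: GST-AP2 R879A bound to glutathione beads, E. coli-expressed. Also added: 50 nM FITC-arrestin peptide. Schedule: compound with beads 12 min RT, then probe 1 h RT. Signal: bead flow cytometry, FITC channel. Read-out basis: percent response.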
CAL PDZ FP-1 – CAL PDZ peptide-binding inhibitors, primary screen, biochemical, fluorescence polarization, Cer-tagged CAL PDZ, HTS; purified CAL PDZ, TMR-peptide fluorescence polarization, 1 h; inhibition, % at 20 µM; 0.02% of 330,000 active; AID 504414, 2011;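 active means highest replicate inhibition of at least 40%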;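 further: plate controls were DMSO neutral control wells for no effect and unlabeled competitor peptide control wells for full effect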
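Test system: tagged CAL PDZ domain / Buffer or medium: sodium phosphate/NaCl buffer pH 7.4 with TCEP, IgG, Thesit / Reagent: TMR-labelled reporter peptide T*-PRC34 bound in PDZ groove / Compound dosing: single point, 20 µM / Schedule: 1 h incubation at room temperature before polarization reading / Technique: fluorescence polarization (mP) / Benchmarks: unlabelled peptide, DMSO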
Cardiac RTF inh – cardiac RTF calcium sensitivity inhibitors, primary screen, biochemical, IANBD-TnC fluorescence, EC70 calcium; IANBD-labeled cardiac RTF, Ca2+ fluorescence; inhibition, % at 7.15 µM; 0.12% of 340,000 active; AID 493244, 2011;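 active means inhibition above the mean inhibition of all tested compounds plus 3 SD, cut at about 17% in these data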;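 further: assay run at fixed EC70 calcium of 1.6 mM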
C-LANA FP – inhibitors of KSHV C-LANA binding to DNA, primary screen, biochemical, fluorescence polarization, FAM-LBS DNA, MBP-C-LANA, single point. 0.078% of 340,000 active. inhibition, % at 9 µM;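 active means highest replicate inhibition at or above 60% at 9 µM, even if other replicates fall short; inactive means all replicates below 60% inhibition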;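 further: 0% = neutral control wells and 100% = 4 µM acridine orange control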
V-ATPase pHluor – regulators of yeast V-ATPase proton pumping, primary screen, pHLuorin cytosolic pH fluorescence; 0.37% of 350,000 active; AID 504577, 2011; response, % at 10 µM; S. cerevisiae; in the data active means response mostly above about 7.3%, no sharp cut-off; inactive means mostly below about 5.4%; further: actives read high; inactives centre near 0; some compounds called inactive have numbers as strong as hits
DAGLB inh – DAGLB lipase inhibitors, primary screen, biochemical, fluorescence, HTS; HEK293T DAGLB membrane lysate, EnzChek fluorogenic substrate; inhibition, % at 5.17 µM; 0.059% of 340,000 active; AID 504411, 2011; in the data active means inhibition above about 34%;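 further: 0% = enzyme with vehicle and 100% = wells lacking enzyme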
Pemphigus Ab inh – inhibitors of pemphigus antibody binding to DSG3, primary screen, biochemical, bead-based, flow cytometry, scFv-GFP | DSG3-coupled beads, scFv-anti-DSG3-GFP binding; hits give low values | 0.48% of 310,000 active | binding (percent of control), % at 10 µM;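 active means binding more than 3 SD below its plate's average and above zero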;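 further: hits lower antibody fragment binding to DSG3; some compounds called inactive have numbers as strong as hits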
Target sequence (P32926 whole entry, looked up, the tested form may be a part): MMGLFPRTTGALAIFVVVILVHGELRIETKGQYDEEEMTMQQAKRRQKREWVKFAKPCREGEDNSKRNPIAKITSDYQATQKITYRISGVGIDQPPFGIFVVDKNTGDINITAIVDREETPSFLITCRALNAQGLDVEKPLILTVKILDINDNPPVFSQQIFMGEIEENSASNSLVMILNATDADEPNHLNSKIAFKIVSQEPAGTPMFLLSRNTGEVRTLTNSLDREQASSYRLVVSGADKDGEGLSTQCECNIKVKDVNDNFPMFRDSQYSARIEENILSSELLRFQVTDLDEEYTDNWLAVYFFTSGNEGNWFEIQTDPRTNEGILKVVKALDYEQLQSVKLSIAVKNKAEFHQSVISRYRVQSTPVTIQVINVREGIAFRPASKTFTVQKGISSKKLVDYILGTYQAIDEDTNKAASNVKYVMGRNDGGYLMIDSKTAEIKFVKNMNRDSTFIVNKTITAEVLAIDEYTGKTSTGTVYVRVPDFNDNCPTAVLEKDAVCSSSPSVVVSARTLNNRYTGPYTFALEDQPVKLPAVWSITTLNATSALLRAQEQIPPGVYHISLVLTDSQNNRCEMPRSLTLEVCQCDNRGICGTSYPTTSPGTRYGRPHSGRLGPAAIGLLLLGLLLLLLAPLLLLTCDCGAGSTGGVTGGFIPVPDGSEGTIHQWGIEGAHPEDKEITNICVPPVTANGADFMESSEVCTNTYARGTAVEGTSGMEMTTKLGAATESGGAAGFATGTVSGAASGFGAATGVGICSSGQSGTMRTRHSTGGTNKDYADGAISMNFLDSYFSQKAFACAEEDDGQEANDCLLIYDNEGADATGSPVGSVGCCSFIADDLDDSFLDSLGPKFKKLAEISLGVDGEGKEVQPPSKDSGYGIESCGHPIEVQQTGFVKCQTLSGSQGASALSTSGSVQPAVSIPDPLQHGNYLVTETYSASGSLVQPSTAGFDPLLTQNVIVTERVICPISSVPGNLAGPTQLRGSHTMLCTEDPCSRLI
Keap1 Nrf2 FP – Keap1-Nrf2 protein-protein interaction inhibitors, primary screen, biochemical, fluorescence polarization, single point; 0.15% of 340,000 active; AID 504523, 2011; Keap1 Kelch-Nrf2 peptide fluorescence polarization, 1536-well; inhibition, % at 9.4 µM; Kelch-like ECH-associated protein 1 (Homo sapiens), Q14145; in the data active means inhibition above about 12%;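 further: human Keap1 Kelch domain with fluorescein labeled Nrf2 9mer peptide probe; 0% = neutral control wells and 100% = peptide positive control; higher means more block of Keap1 binding to Nrf2 peptide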
CAL PDZ FP-2 – untagged CAL PDZ binding inhibitors, primary screen, biochemical, fluorescence polarization, HTS | Golgi-associated PDZ and coiled-coil motif-containing protein (Homo sapiens), Q9HD26 | purified CAL PDZ, TMR-peptide fluorescence polarization, 1 h | inhibition, % at 24.9 µM | 0.92% of 300,000 active | AID 602252, 2012;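 active means mean inhibition of at least 30% with at least half of replicates also reaching 30%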;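 further: 0% = DMSO neutral control and 100% = excess unlabeled competitor peptide PRC23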
NSD2 HMT inh – NSD2 histone methyltransferase inhibitors, primary screen, biochemical, AlphaScreen, single concentration, set 2; Histone-lysine N-methyltransferase NSD2 (Homo sapiens), O96028; NSD2 peptide methylation, 120 min; inhibition, % at 12.5 µM; 0.54% of 310,000 active; in the data active means inhibition above about 50%
An asterisk follows results filed as active; x = no result given. Not all compounds are listed; the hit share may differ from the screen's.

| NSD2 HMT inh | V-ATPase pHluor | Cardiac RTF inh | C-LANA FP | Arr AP2 block | CAL PDZ FP-2 | CAL PDZ FP-1 | Keap1 Nrf2 FP | DAGLB inh | Pemphigus Ab inh | canonical_smiles |
| --- | --- | --- | --- | --- | --- | --- | --- | --- | --- | --- |
| 0 | 1 | -1 | -0.8 | 41 | -4 | 0.5 | 1 | -3 | 108 | COC(=O)Cc1c(C)nc2nc[nH]n2c1=O |
| 7 | 1 | -4 | -1.6 | 35 | -2 | 0.8 | -1 | -6 | 101 | COc1nc(N(C)S(=O)(=O)c2ccc(C)cc2)nc(C)c1Br |
| 18 | -2 | -3 | 3.8 | -9 | 0 | -1.8 | 0 | -3 | 102 | CN(C)C=Nc1nc2ccccc2nc1N1CCCC1 |
| 9 | 0 | -12 | -0.8 | 23 | 3 | -2.6 | 1 | -2 | 100 | O=C(NC1CCCCC1)C(c1cccnc1)N(C(=O)c1csnn1)c1ccccc1 (configuration not stated) |
| -1 | 6 | -5 | -0.7 | -9 | 0 | -3.4 | -1 | 4 | 104 | CC(C)c1ccc(S(=O)(=O)Nc2ccc(O)c(Sc3ncn[nH]3)c2)cc1 |
| x | -2 | -2 | -0.7 | 9 | x | -0.7 | 1 | 1 | 103 | Cc1ccc2c(c1)N(C(=O)CCC(=O)NC1CCCCCC1)CCO2 |
| -1 | 6 | -11 | -0.4 | 18 | 5 | 0.0 | -3 | -2 | 101 | CCC(C(=O)OCC(=O)Nc1ccc(C(N)=O)cc1)c1ccccc1 (configuration not stated) |
| 7 | -1 | 0 | -2.4 | 4 | -2 | -1.1 | -2 | -7 | x | CCNC(=S)NN=C1c2ccccc2-c2ccccc21 |
| -4 | 0 | -4 | -0.5 | -3 | -1 | -2.3 | -6 | -2 | 101 | O=C(c1ccco1)N1CCN(S(=O)(=O)Cc2ccc(Cl)cc2)CC1 |
| -4 | 3 | -10 | -0.1 | 1 | 4 | -1.0 | 0 | -4 | 112 | O=C(O)Cc1cn(-c2ccccc2)nc1-c1ccccc1 |
| 0 | -2 | 0 | -1.0 | 26 | 0 | 0.7 | 0 | -8 | 101 | CCOC(=O)C(CCCOc1cccc(OC)c1)C(=O)OCC |
| 42 | 2 | -13 | 0.2 | -2 | -9 | 0.1 | -4 | 10 | 108 | CCc1cccc(N=c2c([N+](=O)[O-])nn(-c3ccc4c(c3)OCCO4)n2O)c1 |
| 1 | -1 | 7 | -0.2 | -4 | 0 | -0.3 | -3 | 0 | 103 | CN(Cc1ccc(F)cc1)Cc1nc(-c2cnccn2)no1 |
| -3 | 2 | -2 | -2.2 | 4 | -7 | -0.5 | -3 | -1 | 104 | COc1cc(/C=C/C(=O)Nc2ccc(C(C)=O)cc2)cc(OC)c1OC |
| -1 | 1 | 0 | 1.1 | 37 | -7 | -0.5 | -1 | -3 | 101 | Cc1cccc(NC(=O)C[n+]2ccc(N(C)C)cc2)c1 |
| 1 | 7 | -19 | 0.6 | -5 | -2 | 0.6 | -2 | 0 | 105 | COc1nc(Oc2ccc(C(=O)OCC(N)=O)cc2)nc(N(C)C)n1 |
| 13 | -2 | -1 | -2.8 | 34 | x | -11 | -3 | 0 | 102 | CCOC(=O)C1=C(O)/C(=C/c2ccc(-c3ccccc3C(=O)O)o2)SC1=Nc1ccc(OC)cc1 |
| -2 | -3 | -6 | 2.2 | 8 | x | -0.6 | 2 | -7 | 110 | COc1cccc(N/C=C/C(=O)c2ccc(C)cc2)c1 |
| -1 | -3 | -5 | -0.8 | 29 | 0 | -2.3 | -1 | -3 | 90 | O=C(COC(=O)C1CCC1)Nc1cc(S(=O)(=O)N2CCCCC2)ccc1Cl |
| 0 | 0 | 3 | -2.9 | -1 | -1 | -2.1 | -5 | 0 | 94 | Cc1ccc(N(CCC(=O)O)S(=O)(=O)c2ccc(C)cc2)cc1 |
| 0 | -4 | -6 | 0.0 | 2 | -1 | 0.0 | -4 | 0 | 102 | COc1ccc(C2C(=O)N(CCc3ccccc3)CC(=O)N2C2CCCC2)cc1 (configuration not stated) |
| 22 | 0 | -1 | -1.2 | 4 | 0 | -3.4 | -3 | -2 | 99 | O=C(Nc1ccc(F)cc1)Nc1cnccn1 |
| -2 | -1 | -4 | 0.9 | 29 | 1 | -2.4 | -1 | -1 | 96 | CC(C)(C)c1cc(C(=O)C[n+]2ccc(C(=O)NCCCO)cc2)cc(C(C)(C)C)c1O |
| 0 | 1 | x | 0.0 | 16 | x | -0.6 | 0 | x | 93 | NC(=S)N/N=C/c1ncc(C(F)(F)F)cc1Cl |
| -1 | 3 | 1 | -1.7 | 23 | -3 | -0.2 | -1 | 2 | 102 | O=C1Nc2ccccc2/C1=N/c1sc2c(c1C(=O)NCCc1ccccc1)CCCC2 |
| 0 | -3 | x | x | x | x | x | x | -9 | 97 | O=C(Nc1cccc(-c2ccc(N3CCOCC3)nn2)c1)c1cccc(Cl)c1 |
| 7 | 4 | 2 | -0.8 | 2 | -4 | -3.7 | -1 | 0 | 103 | O=C(CCCN1C(=O)/C(=C/c2ccccc2Cl)SC1=S)Nc1cccnc1 |
| x | 1 | -5 | -0.6 | 1 | 1 | -0.8 | -8 | 3 | 102 | CC(C)CC(=O)N1CCN(Cc2ccc3c(c2)OCO3)CC1 |
| 5 | 2 | -8 | 3.2 | 14 | -5 | -2.1 | 2 | -3 | x | CCSc1nc2c(c(=O)n1-c1ccc(F)cc1)SCC2 |
| -3 | -2 | -5 | 0.0 | 55* | -6 | -0.8 | 3 | -12 | 109 | CCn1nc(NC(=O)CC(C)C)c2cc3cccc(C)c3nc21 |

Quoted at random: 2 compounds from above
| NSD2 HMT inh | V-ATPase pHluor | Cardiac RTF inh | C-LANA FP | Arr AP2 block | CAL PDZ FP-2 | CAL PDZ FP-1 | Keap1 Nrf2 FP | DAGLB inh | Pemphigus Ab inh | canonical_smiles |
| --- | --- | --- | --- | --- | --- | --- | --- | --- | --- | --- |
| 0 | -3 | x | x | x | x | x | x | -9 | 97 | O=C(Nc1cccc(-c2ccc(N3CCOCC3)nn2)c1)c1cccc(Cl)c1 |
| -1 | 3 | 1 | -1.7 | 23 | -3 | -0.2 | -1 | 2 | 102 | O=C1Nc2ccccc2/C1=N/c1sc2c(c1C(=O)NCCc1ccccc1)CCCC2 |

Next section:
| NSD2 HMT inh | V-ATPase pHluor | Cardiac RTF inh | C-LANA FP | Arr AP2 block | CAL PDZ FP-2 | CAL PDZ FP-1 | Keap1 Nrf2 FP | DAGLB inh | Pemphigus Ab inh | canonical_smiles |
| --- | --- | --- | --- | --- | --- | --- | --- | --- | --- | --- |
| -4 | 2 | 0 | -2.6 | 4 | x | -1.0 | 0 | -6 | 104 | COc1ccc(NC(=O)CCN2CCN(S(=O)(=O)c3ccc(F)cc3)CC2)cc1 |
| 0 | -5 | -8 | 1.0 | -6 | 0 | 0.4 | -6 | -5 | 98 | Cn1c(=O)c2[nH]c(Cc3cccc(O)c3)nc2n(C)c1=O |
| -15 | -1 | -4 | 2.3 | 2 | x | -2.1 | 5 | 0 | 99 | N#CCCn1cc(/C=N/NC(=O)c2ccncc2)c(-c2ccccc2)n1 |
| 0 | -1 | -5 | 0.6 | -20 | 9 | -0.4 | -2 | 2 | 124 | Cc1ccc(S(=O)(=O)NCCCNS(=O)(=O)c2ccc(C)cc2)cc1 |
| 3 | -1 | -9 | 0.5 | 3 | 3 | -2.3 | -1 | -8 | 98 | CSCCC(C(=O)OCC(=O)c1ccc(C)c(C)c1)N1C(=O)c2ccccc2C1=O (configuration not stated) |
| 0 | 0 | -7 | 0.1 | -1 | -1 | -0.1 | -6 | 2 | 105 | CCc1ccc(C(=O)CSc2nc(C)cc(=O)[nH]2)cc1 |
| -7 | 2 | 1 | -0.9 | 12 | -1 | -1.8 | -5 | 2 | 101 | CC1CC(C)CN(S(=O)(=O)N2CCCC(C(=O)NC3CCCCC3)C2)C1 (configuration not stated) |
| x | -2 | 0 | -0.9 | 16 | 7 | -2.1 | 2 | 1 | 109 | O=C(Nc1nccs1)c1ccc(Cl)s1 |
| x | -3 | -9 | 1.0 | 17 | 0 | -0.6 | -2 | 1 | 100 | COc1ccc(-c2ccc3c(c2)c(-c2cccs2)c(-c2cc(OC)cc(OC)c2)n3C)cc1 |
| 0 | -1 | -5 | -0.5 | -10 | -3 | -1.4 | -1 | 2 | 99 | COC(=O)c1ccc(Cn2cnc3c(cnn3-c3ccc(F)cc3)c2=O)o1 |
| 10 | -4 | -2 | -0.9 | 5 | -3 | -3.5 | 1 | 2 | 102 | C[C@H](NC(=O)N1CCn2c1nc1ccccc12)C(=O)NC1CCCCC1 |
| x | -1 | -12 | 1.4 | -2 | -2 | 0.9 | -3 | -2 | x | COc1cc(/C=C(\C#N)c2[nH]nc(N)c2C#N)cc(OC)c1O |
| 0 | 2 | -8 | 1.3 | -14 | -3 | -0.9 | -5 | -2 | 104 | COc1ccc(NC(=O)c2cc(-c3ccco3)on2)cc1 |
| 0 | 0 | -2 | -1.3 | 33 | -4 | 0.8 | -1 | 1 | 100 | COc1ccc(CN2CCCC(C(=O)c3cccc(C(F)(F)F)c3)C2)cc1O (configuration not stated) |
| 9 | -2 | -5 | 2.1 | -1 | x | 0.1 | -2 | -3 | 64 | COc1ccc(-c2cc(C)no2)cc1S(=O)(=O)N(C)c1cccc(C)c1 |

Complete entries, looked up by structure. Values in the order: NSD2 HMT inh, V-ATPase pHluor, Cardiac RTF inh, C-LANA FP, Arr AP2 block, CAL PDZ FP-2, CAL PDZ FP-1, Keap1 Nrf2 FP, DAGLB inh, Pemphigus Ab inh
CSCCC(C(=O)OCC(=O)c1ccc(C)c(C)c1)N1C(=O)c2ccccc2C1=O (configuration not stated) as listed: 3, -1, -9, 0.5, 3, 3, -2.3, -1, -8, 98
COC(=O)c1ccc(Cn2cnc3c(cnn3-c3ccc(F)cc3)c2=O)o1 as listed: 0, -1, -5, -0.5, -10, -3, -1.4, -1, 2, 99
CC1CC(C)CN(S(=O)(=O)N2CCCC(C(=O)NC3CCCCC3)C2)C1 (configuration not stated) as listed: -7, 2, 1, -0.9, 12, -1, -1.8, -5, 2, 101
